High-throughput results: PubChem, several laboratories
MLLE-PAM2 inh – blocks PAM2 peptide binding to the PABP1 MLLE domain | actives 0.36% (n = 360,000) | GST-MLLE / FITC-PAM2 fluorescence polarization | P11940 | inhibition, % at 20 µM; in the data active = inhibition above about 35%, passing the limit was not always enough;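 note: plate controls were DMSO wells with GST-MLLE for no effect and wells lacking GST-MLLE protein for full effect; some results filed as inactive read as strong as hits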
CSN deneddyl inh – CSN deneddylation inhibition. Purified CSN, SCF-Nedd8-OG deneddylation, fluorescence polarization. actives 0.38% (n = 360,000). inhibition, % at 12.5 µM. AID 651999. Q92905;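 active = pattern-corrected inhibition above about 35%, with an unprinted fluorescence ratio check between 0.5 and 1.5, limit read from the data, passing the limit was not always enough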;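 note: 0% = enzyme with substrate and 100% = substrate without enzyme; some results filed as inactive read as strong as hits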
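Assay system: purified human Csn5 enzyme expressed in HEK293T cells; Input: 0.24 nM Csn5 enzyme, final concentration; Reagent: 10 nM SCFSkp2-Nedd8OG; Compound dosing: 12.5 µM single point; Times: reaction 90 min, room temperature; Technique: fluorescence polarization readout.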
STEP block – blocks human striatal-enriched tyrosine phosphatase. recombinant STEP, OMFP fluorogenic substrate, fluorescence. inhibition, % at 20 µM. actives 0.25% (n = 360,000). AID 588621;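 active = inhibition at 20 µM, scaled per plate between control wells, above about 37%, limit read from the data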;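 note: 0% = DMSO with enzyme and substrate and 100% = substrate only without enzyme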
Target sequence (P54829 whole entry, looked up): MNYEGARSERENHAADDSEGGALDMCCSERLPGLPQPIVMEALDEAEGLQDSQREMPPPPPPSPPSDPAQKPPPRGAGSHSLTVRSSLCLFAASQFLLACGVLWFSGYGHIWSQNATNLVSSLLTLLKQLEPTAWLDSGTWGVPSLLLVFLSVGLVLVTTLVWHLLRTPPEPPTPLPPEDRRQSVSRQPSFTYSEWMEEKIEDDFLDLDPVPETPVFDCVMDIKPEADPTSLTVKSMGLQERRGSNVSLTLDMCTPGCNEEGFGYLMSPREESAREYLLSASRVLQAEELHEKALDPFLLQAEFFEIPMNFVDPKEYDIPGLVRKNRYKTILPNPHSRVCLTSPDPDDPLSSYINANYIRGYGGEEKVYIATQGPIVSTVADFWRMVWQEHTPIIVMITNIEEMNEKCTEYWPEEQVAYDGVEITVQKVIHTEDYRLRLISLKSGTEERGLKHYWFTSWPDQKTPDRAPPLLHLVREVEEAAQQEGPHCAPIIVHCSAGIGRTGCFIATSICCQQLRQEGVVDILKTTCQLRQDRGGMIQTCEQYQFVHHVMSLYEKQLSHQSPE
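Measure: Control-normalized % inhibition with plate pattern correction | Test system: STEP phosphatase, cell-free reaction | Medium: pH 6.0 Bis-Tris with DTT and Tween 20 | Technique: Fluorescence, 480/540 nm | Times: Reaction 20 min, ambient temperature | Doses: Single compound dose of 20 µM, 1% DMSO final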
SUMO1-SIM PPI – alters human SUMO1 binding to SIM partners | SUMO1 binding to a labelled peptide, TR-FRET, 1 h | inhibition, % at 20 µM | actives 0.33% (n = 360,000); in the data active = inhibition above about 37%
DNMT1 block – blocks human DNA methyltransferase DNMT1 | P26358 | DNMT1 molecular beacon, Hinp1I cleavage, fluorescence | inhibition (reported as % activation of signal), % at 10 µM | actives 0.83% (n = 360,000); in the data active = inhibition above about 50%
Scp1 inh – blocks human Scp-1 phosphatase activity; Q9GZU7; Recombinant Scp1, phosphopeptide, malachite green phosphate absorbance; inhibition, % at 20 µM; actives 0.88% (n = 340,000); AID 493091;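 active = inhibition above about 50% at 20 µM, limit read from the data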;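 note: plate controls were DMSO wells with enzyme for no effect and wells lacking enzyme for full effect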
Target sequence (Q9GZU7 76-261 limits assumed): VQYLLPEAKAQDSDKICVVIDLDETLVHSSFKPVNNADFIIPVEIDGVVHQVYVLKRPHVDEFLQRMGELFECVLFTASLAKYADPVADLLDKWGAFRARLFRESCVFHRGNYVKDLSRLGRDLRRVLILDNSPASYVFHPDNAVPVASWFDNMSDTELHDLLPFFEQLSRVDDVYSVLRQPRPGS
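Material – SCP-1 phosphatase catalytic domain, residues 76-261 · Buffer or medium – Acidic Tris acetate buffer with magnesium and detergent · Also added – Phospho 17-mer peptide substrate · Compound – single 20 µM dose, 1% DMSO · Times – 45 min room-temperature reaction, 5 min colour, 30 min stabiliser · Technique – Phosphate-binding colour reagent, absorbance read at 630 nm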
NadD block – NadD (S. aureus) enzyme inhibition | actives 0.78% (n = 360,000) | AID 602399 | inhibition, % at 20 µM | purified NadD enzyme, colorimetric absorbance read-out; in the data active = inhibition above about 26%; note: some compounds past the cut are filed as inactive
LMPTP inh – LMPTP (human) inhibition | recombinant LMPTP-A, OMFP fluorogenic substrate, fluorescence intensity | inhibition, % at 20 µM | actives 0.22% (n = 360,000);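 active = compounds that cut the enzyme signal by at least half of the control window in the single-dose screen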;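 note: plate controls were DMSO wells with enzyme plus substrate for no effect and substrate without enzyme for full effect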
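Assay system: LMPTP-A, protein tyrosine phosphatase of low molecular weight / Medium: pH 6.0 Bis-Tris buffer with DTT and Triton X-100 / Schedule: 50 min enzyme reaction at room temperature, protected from light / Measured by: endpoint fluorescence intensity from OMFP dephosphorylation / Read-out basis: % inhibition relative to no-enzyme and uninhibited control wells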
Rpn11 block – Rpn11 (human) deubiquitinase inhibition | O00487 | human 26S proteasome, Ub4-pepOG fluorescence polarization; 20S core pre-blocked with epoxomicin | calls only at 20 µM | actives 0.59% (n = 360,000) | AID 588493;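 active = inhibition at 20 µM, scaled to each plate's controls, above about 33%, limit read from the data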
Target sequence (O00487 whole entry, looked up): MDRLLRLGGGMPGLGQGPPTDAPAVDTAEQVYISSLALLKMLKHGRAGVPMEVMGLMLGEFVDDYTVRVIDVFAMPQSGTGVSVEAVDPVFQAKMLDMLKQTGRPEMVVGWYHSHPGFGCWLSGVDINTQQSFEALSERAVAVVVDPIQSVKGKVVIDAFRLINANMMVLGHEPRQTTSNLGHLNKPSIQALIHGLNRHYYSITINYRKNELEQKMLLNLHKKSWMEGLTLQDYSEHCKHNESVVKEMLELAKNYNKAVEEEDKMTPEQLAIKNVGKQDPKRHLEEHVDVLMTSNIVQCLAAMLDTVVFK
TbMetRS inhib – Trypanosoma brucei MetRS inhibition | purified T. brucei MetRS, ATP depletion, Kinase-Glo luminescence | actives 0.4% (n = 360,000) | inhibition, % at 11.9 µM;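 active = inhibition above a per-plate cutoff of the control wells' mean inhibition plus 3 SD, cut at about 5.5% in these data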;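 note: 0% = DMSO wells median and 100% = median of wells with control inhibitor compound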
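Measured by: Kinase-Glo luciferase luminescence reporting remaining unconsumed ATP. Material: purified T. brucei MetRS enzyme. Doses: 11.9 µM compound single dose, 0.9% DMSO. Medium: HEPES buffer containing pyrophosphatase, BSA, spermine, DTT. Times: 15 min preincubation, 2 h reaction, all 25 °C. Reagent: methionine, ATP and bulk E. coli tRNA.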
Starred values were filed as active, the others as inactive; i = inactive; . = no result given.

Results follow in this order: MLLE-PAM2 inh	CSN deneddyl inh	STEP block	SUMO1-SIM PPI	DNMT1 block	Scp1 inh	NadD block	LMPTP inh	Rpn11 block	TbMetRS inhib
O=C(Nc1ccccc1Cl)c1cc(C2CCCCN2S(=O)(=O)c2ccccc2)on1 (stereo not given)
    -10	3	3	3	0	.	-4	2.4	i	-0.2
Cc1ccc(S(=O)(=O)N2CCC(NC(=O)c3cccc(C)c3)CC2)cc1
    -2	-5	2	0	1	-5	-3	-0.1	i	-0.8
O=C1/C(=C\c2ccc(C(F)(F)F)cc2)CSc2sccc21
    3	-1	2	3	0	-11	-6	2.5	i	-0.4
O=C(Cc1cccc2ccccc12)NCCC1=CCCCC1
    3	-14	0	-1	1	-5	-5	2.0	i	1.3
CCCSc1nnc(-c2cnn(-c3ccccc3)c2-n2cccc2)n1C
    -14	-2	2	-5	-3	-9	-1	-0.4	i	-0.7
NS(=O)(=O)c1ccc(N2N=C(c3ccccc3)CC2c2cccc(F)c2)cc1 (stereo not given)
    4	-8	2	-4	-9	-11	1	3.7	i	-0.5
NC(=O)c1cc(NC(=O)CCc2nc3ccccc3s2)cc(C(N)=O)c1
    -2	1	-3	1	-2	-6	-3	-0.4	i	-1.0
O=C(COC(=O)/C=C/c1ccc(S(=O)(=O)N2CCc3ccccc32)cc1)NC1CCS(=O)(=O)C1 (stereo not given)
    -10	1	2	-17	-6	-13	-9	0.7	i	-0.9
CC(C)N(C(=O)CSc1ccc(S(=O)(=O)N2CCCCC2)cn1)C(C)C
    18	-4	14	-4	-1	-7	-3	0.8	i	-0.5
CCOc1ccc(C(C(=O)NCC2CCCO2)N(CCc2cccc(C)c2)C(=O)c2snc(C(N)=O)c2N)cc1 (stereo not given)
    6	-8	-1	-10	4	-7	-7	1.0	i	-0.5
COc1ccc(Nc2cccccc2=O)cc1
    6	-5	0	-25	2	-2	1	0.3	i	-0.1
CCC/C=N/NC(=O)c1ccccc1O
    1	-1	-2	1	5	-1	5	-1.7	i	0.3
Cc1ccc(S(=O)(=O)N(C)C[C@H]2OCc3cn(nn3)CCCC(=O)N([C@H](C)CO)C[C@@H]2C)cc1
    9	-3	2	1	7	.	-5	-1.1	i	-0.8
COc1ccc(CCNCC(O)Cn2c3ccccc3c3ccccc32)cc1OC (stereo not given)
    4	-6	2	6	-5	0	-2	2.0	i	-0.5
O=C(O)C1C(c2ccccc2)c2ccccc2C(O)C1CO (stereo not given)
    0	-6	2	13	1	2	4	-0.4	i	0.1
CC(C)Oc1ccc(S(=O)(=O)N2CCCCC2)cc1NC(=O)C1CCCC1
    7	0	0	2	-1	-7	2	0.7	i	-0.6
Cc1ccc(-c2nc(CS(=O)(=O)CC(=O)NCCCN(Cc3ccccc3)C(C)C)c(C)o2)cc1
    -2	0	-1	1	-5	-5	-13	-1.9	i	-0.3
Cc1sc(NC(=S)NC(=O)c2ccccc2)c(C#N)c1C
    -32	0	-1	-3	5	4	8	14	i	-0.4
CCOC(=O)CSc1nncc2ccc(OC)c(OC)c12
    13	3	3	-2	0	-6	-3	-0.6	i	-0.6
CN(c1ccc(Cl)cc1)S(=O)(=O)c1nnc(NC(=O)c2ccco2)s1
    -8	1	2	15	30	22	4	2.1	i	0.2
COc1cc(OC)cc(C(=O)Nc2ccc(N(C)C)c3ccccc23)c1
    2	1	3	-4	-5	0	-5	-0.1	i	-0.2
Cc1cccc2cc(C(c3nnnn3CC3CCCO3)N3CCOCC3)c(=O)[nH]c12 (stereo not given)
    -1	-2	2	8	-4	-13	-1	1.7	i	0.2
CCCSc1nnc(Cc2cc(=O)[nH]c(=O)[nH]2)n1-c1cc(C)ccc1C
    -2	-1	-2	-2	4	-4	-7	-1.5	i	-0.3
CCOc1ccc(CCNc2cc(C)nc3ncnn23)cc1OCC
    8	0	2	-2	-2	-8	-1	-1.0	i	-1.7
CSc1ncccc1C(=O)NCC1CCCCC1
    5	4	0	1	3	-1	0	1.6	i	-0.1
Fc1ccc(CN2CCCCCCC2)cc1
    15	2	-2	-2	3	-6	1	0.5	i	-0.1
COc1ccc(S(=O)(=O)N2CCN(c3ncccn3)CC2)cc1
    -4	-2	2	1	1	-8	-1	-0.5	i	0.9
CCOC(=O)c1c(NC(=O)COC(=O)CCOc2ccccc2C)sc(C(=O)NC)c1C
    -10	-1	3	-49	3	0	-9	0.2	i	-0.1
CC(=O)c1ccc(N2CCN(S(=O)(=O)c3ccc4c(c3)CC(C)N4C(C)=O)CC2)cc1 (stereo not given)
    -6	0	-2	8	-5	0	-1	-0.1	i	-1.0
CSc1ccccc1NC(=O)CN(C)C(=O)CNC(=O)c1ccc(Oc2ccccc2)cc1
    0	2	0	4	-2	.	-2	-0.2	i	0.2
Cc1cc(C)c([N+](=O)[O-])cc1NC(=O)CCS(=O)(=O)c1ccccc1
    -11	4	-2	-7	-7	-2	-4	2.1	i	-0.5
C=CCn1c2[n+](c3ccccc3c1=O)CCCCC2
    -94	-2	-4	1	0	2	-6	0.8	i	-0.2
Oc1oc(-c2ccco2)nc1C=Nc1cccc(Cl)c1
    10	-4	-1	-13	-3	-6	-6	1.0	i	-1.1
S=C(NCCc1ccccn1)Nc1ccccc1
    11	10	1	-1	3	2	-3	-1.3	i	-0.5
COc1ccccc1-n1cnc2cc(NS(=O)(=O)c3ccccc3)ccc21
    7	1	3	3	-10	8	2	-1.8	i	0.1
Cn1cc(Br)c(-c2cccc(NC(=O)CCCC(=O)O)c2)n1
    -10	-1	-4	-2	1	-6	5	-2.0	i	-0.3
CCOC(=O)Cc1c(C)nc2c(C#N)c[nH]n2c1=O
    -5	-4	2	18	-1	5	0	-2.0	i	0.2
Cc1ccc(O)c(CNn2cnnc2)c1
    -11	0	-4	4	1	-3	1	-0.4	i	-0.5
Cc1cc(C)nc(-n2nc(C)c(Br)c2Nc2ccc(Br)cc2)n1
    6	-4	-2	1	-1	-2	5	-1.3	i	-0.9
Nc1cc(=O)[nH]c(=O)n1-c1ccc(Cl)cc1
    13	1	0	2	2	-11	-7	-0.6	i	-0.2
COc1cc(/C=C2\CCC(C3CCCC3)C2=O)cc(OC)c1OC (stereo not given)
    13	-2	5	-9	2	-5	-6	1.6	i	-1.1
O=C1CCCc2c1cc(-c1ccccc1)n2-c1ccc(O)cc1
    9	-17	-2	2	3	4	2	-0.5	i	-1.2
Cc1ccc(C)c(S(=O)(=O)NCc2ccc(C(=O)N3CCCCCC3)cc2)c1
    14	4	1	2	-4	-7	-5	-1.5	i	-0.4
CCCCOC(=O)Nc1nccs1
    1	2	1	0	2	-3	9	0.1	i	-0.6
COc1ccccc1C(NC(=O)C1CCN(CCOc2ccc(Cl)cc2Cl)CC1)c1ccccn1 (stereo not given)
    -9	2	3	6	-11	.	-4	-1.9	i	0.3
O=C1c2ccccc2C2=Nc3ccccc3SC(c3ccccc3F)C12 (stereo not given)
    -2	-2	0	-29	-8	-10	13	5.3	i	-0.2
CCCCn1c(SCC(=O)N2CCC(C)CC2)nc2cc(S(N)(=O)=O)ccc21
    -20	-3	-6	-2	0	5	-2	0.7	i	-1.6
Fc1ccc2cc(-c3ccccc3F)ncc2c1
    8	-1	0	-16	1	-4	-3	-0.4	i	-0.2
CCCCN(C(=O)c1cccc(-n2cnnn2)c1)c1c(N)n(CCCC)c(=O)[nH]c1=O
    -8	-5	0	-2	4	.	-4	-0.4	i	-0.3
Cc1ccc(-c2csc3ncnc(SCC(=O)Nc4nnc(C)s4)c23)cc1
    1	-7	-4	-3	13	0	18	-0.2	i	0.2
CN(Cc1ccccc1)S(=O)(=O)c1ccc(Cl)nc1
    -6	40*	-2	2	2	-15	-4	-4.2	i	0.1
Cc1ccc(F)c(S(=O)(=O)NC(=O)C2(C)CCN2C(=O)CC(c2ccccc2)c2ccccc2)c1 (stereo not given)
    7	-3	-1	4	-2	.	2	-2.4	i	-0.3
O=C1C2CC=C(Cl)CC2C(=O)N1CCc1c[nH]c2ccccc12 (stereo not given)
    -7	2	7	4	-5	-10	-1	-0.1	i	-1.2
COC(=O)c1nnn(CC(=O)NC(=O)Nc2ccc(F)cc2)c1C(=O)OC
    3	-2	-1	2	0	-2	-1	-0.6	i	0.7
CNc1c(NS(=O)(=O)c2cc(OC)ccc2OC)c(=O)oc2ccccc12
    7	2	1	3	4	2	-4	0.5	i	-0.9
CCN(C(=O)CSc1nnnn1C)c1c(N)n(Cc2ccccc2)c(=O)[nH]c1=O
    -9	0	-3	-2	-1	8	-5	-0.9	i	-0.3
Cn1ccnc1SCC(=O)c1c[nH]c2ccccc12
    -138	0	1	1	-14	-4	-8	0.0	i	-0.2
CCCCCC[N+](C)(C)CCSSCC[N+](C)(C)CCCCCC
    35	-2	-2	-1	5	-7	18	-1.5	i	-0.4
CCOC(=O)[C@H]1[C@H]2COc3ccccc3[C@@H]2N2C(=O)c3cc(F)ccc3NC(=O)[C@@]12C
    -6	-5	2	7	-1	-6	-2	-1.1	i	-0.1
Cc1ccc(N2CCCCn3c2nc2c3c(=O)n(CC(=O)O)c(=O)n2C)cc1
    5	3	-2	14	4	-4	-5	-0.5	i	-1.0
O=C(OCCN1CCCC1)C1(c2ccccc2)CCCC1
    3	-5	-7	0	0	3	-7	-1.7	i	-0.4
O=C1CCCc2c1oc1c2CCCC1
    7	-3	0	5	-3	-2	-3	-0.4	i	-0.2

Ordered by molecular weight (smallest number first): some entries from above.
Results follow in this order: MLLE-PAM2 inh	CSN deneddyl inh	STEP block	SUMO1-SIM PPI	DNMT1 block	Scp1 inh	NadD block	LMPTP inh	Rpn11 block	TbMetRS inhib
O=C1CCCc2c1oc1c2CCCC1
    7	-3	0	5	-3	-2	-3	-0.4	i	-0.2
O=C1C2CC=C(Cl)CC2C(=O)N1CCc1c[nH]c2ccccc12 (stereo not given)
    -7	2	7	4	-5	-10	-1	-0.1	i	-1.2
CCCCN(C(=O)c1cccc(-n2cnnn2)c1)c1c(N)n(CCCC)c(=O)[nH]c1=O
    -8	-5	0	-2	4	.	-4	-0.4	i	-0.3
